# CHT allo act: human CHT allosteric activation | CHT-expressing cells, membrane potential dye, choline EC20; stronger effect = higher value; LV-AA mutant CHT in HEK293 cells | B-score at 10 µM | actives 0.49% (n = 310,000) | AID 488977;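 active means initial fluorescence not abnormally high and integrated response B-score, plate-corrected, over 3 SD above library mean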
# Target sequence (Q9GZV3 whole entry, looked up): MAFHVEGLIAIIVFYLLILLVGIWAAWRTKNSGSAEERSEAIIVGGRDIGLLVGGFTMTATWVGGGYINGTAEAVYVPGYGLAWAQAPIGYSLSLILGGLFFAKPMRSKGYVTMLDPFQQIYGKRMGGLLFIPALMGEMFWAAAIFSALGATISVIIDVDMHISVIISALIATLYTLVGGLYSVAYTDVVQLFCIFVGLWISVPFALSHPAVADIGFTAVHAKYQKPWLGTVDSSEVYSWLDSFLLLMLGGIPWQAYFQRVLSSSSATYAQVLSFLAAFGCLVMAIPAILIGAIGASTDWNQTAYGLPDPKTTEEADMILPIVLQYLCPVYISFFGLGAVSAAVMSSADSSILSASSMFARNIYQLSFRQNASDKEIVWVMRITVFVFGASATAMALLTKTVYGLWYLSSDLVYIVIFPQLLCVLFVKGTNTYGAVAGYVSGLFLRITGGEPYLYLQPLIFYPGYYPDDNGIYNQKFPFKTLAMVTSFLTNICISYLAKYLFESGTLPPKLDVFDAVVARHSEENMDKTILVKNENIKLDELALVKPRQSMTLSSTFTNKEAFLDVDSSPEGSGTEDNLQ
# STK33 inh: inhibitors of human STK33 kinase; actives 0.073% (n = 320,000); inhibition, % at 10 µM; purified STK33, MBP phosphorylation, ADP-Glo luminescence; AID 2661; Q9BYT3;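 active means inhibition at or above 25%, using the most active replicate where run in duplicate; inactive means inhibition below 25%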
# Target sequence (Q9BYT3 whole entry, looked up): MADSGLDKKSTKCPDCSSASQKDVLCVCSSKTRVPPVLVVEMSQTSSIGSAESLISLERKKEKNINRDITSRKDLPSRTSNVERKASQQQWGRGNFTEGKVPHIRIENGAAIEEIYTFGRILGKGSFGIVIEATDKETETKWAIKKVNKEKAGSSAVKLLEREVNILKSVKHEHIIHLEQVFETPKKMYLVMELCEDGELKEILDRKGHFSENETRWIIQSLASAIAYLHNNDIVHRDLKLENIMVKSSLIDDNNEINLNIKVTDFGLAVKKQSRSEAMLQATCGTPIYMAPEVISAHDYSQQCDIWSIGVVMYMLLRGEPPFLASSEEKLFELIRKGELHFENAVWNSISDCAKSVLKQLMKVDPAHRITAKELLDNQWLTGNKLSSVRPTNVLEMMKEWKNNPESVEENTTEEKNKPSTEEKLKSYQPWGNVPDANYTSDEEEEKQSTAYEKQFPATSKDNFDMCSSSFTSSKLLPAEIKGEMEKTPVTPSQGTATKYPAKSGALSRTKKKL
# CHT inh: inhibitors of human choline transporter CHT; Q9GZV3; CHT-expressing cells, membrane potential dye, choline response; stronger effect = lower value; B-score at 10 µM; actives 0.86% (n = 310,000); AID 488975;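 active means B-score over 3 SD under the library average, and starting fluorescence ratio not unusually high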;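 further: choline stimulus applied at its EC90 after an EC20 pre-addition; B-score computed on integrated fluorescence ratio after choline addition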
# * marks the source's active call; other numbers are inactive results; i = inactive; . = not tested or not shown.
SMILES,CHT allo act,STK33 inh,CHT inh
CCOC(=O)/C(C#N)=C/c1c(N2CCN(CC)CC2)nc2c(C)cccn2c1=O,i,0.5,i
COc1cccc(-c2nc(CS(=O)CC(=O)NCc3ccccc3)c(C)o2)c1 (stereo not drawn),i,-0.6,i
O=C(Nc1ccc(Cl)cn1)c1cc2ccccc2o1,i,5.3,i
CCOC(=O)c1cnc(-n2nc(C)cc2C)nc1NCc1ccccc1,i,-0.8,i
COc1cc(/C=C/CN2CCN(Cc3ccc(C)o3)C(CCO)C2)ccc1O (stereo not drawn),i,0.7,i
CN(C(=O)CCc1nc2ccccc2s1)c1ccccc1,i,1.0,i
COc1ccc(N/C=C2\C(=O)CCc3c2oc2cc(Cl)c(O)c(Cl)c32)cc1,i,1.6,i
c1ccc(NC2=Nc3ccccc3CC2)cc1,i,3.1,i
CC(C)OC(=O)/C(=C\C=C\c1ccccc1)NC(=O)c1ccccc1,i,-0.6,i
COc1cc(/C=N/NC(=O)c2ccc(CSc3nncn3C)cc2)cc(OC)c1O,i,1.4,i
CCCCN(C(=O)CSc1nnc(-c2ccco2)o1)c1c(N)n(Cc2ccccc2)c(=O)[nH]c1=O,i,-0.7,i
Cc1ccc(NC(=O)CCNS(=O)(=O)c2ccccc2)c(C(=O)c2ccccc2)c1,i,-0.7,i
CCN(Cc1ccc(OC)c(F)c1)C(=O)CCl,i,0.2,i
CN1CCc2nc(NC(=O)c3cccc(OC(F)F)c3)sc2C1,i,2.6,i
O=C(CSCc1c(F)cccc1Cl)NCCc1ccccc1,i,-0.7,i
Cc1c(C(=O)O)nn(-c2cccc(C(F)(F)F)c2)c(=O)c1C#N,i,-2.2,i
CC1CC(C)CN(C(=O)c2ccc(S(=O)(=O)N3CCCCC3)cc2)C1 (stereo not drawn),i,-0.1,i
CN(C(=O)c1cccc(N2C(=O)C3CC=CCC3C2=O)c1)C1CCCCC1 (stereo not drawn),i,-1.6,i
COc1ccc(/C=C/C(=O)C2CC2)cc1COc1c(C)cccc1C,i,-1.3,i
Cc1ccc(S(=O)(=O)Nc2cccc(-c3ccc(N4CCCCCC4)nn3)c2)cc1C,i,-0.8,i
Cc1ccc(C(C)NC(=O)c2cccs2)cc1C (stereo not drawn),i,-0.2,i
COc1ccc(OCc2cc(C(=O)N3C[C@H]4CC[C@H]3C4)no2)c(Cl)c1,i,1.4,i
Cc1ccc(S(=O)(=O)N2CC(O)C[C@H]2C(=O)OCC(=O)c2ccccc2)cc1 (stereo partly drawn),i,0.5,i
O=C(CN1CCCC1)N1CCCc2ccccc21,i,0.8,i
COc1cccc(CNC(=O)c2cccc(S(=O)(=O)N3CCN(C)CC3)c2)c1,i,0.1,i
Cc1ccc(S(=O)(=O)Nc2ccc(C(N)=O)cc2)cc1[N+](=O)[O-],i,-1.0,i
CC(=O)NCCC(=O)Nc1cc(S(=O)(=O)N2CCOCC2)ccc1N1CCCC1,i,-1.0,i
COC(=O)c1c(NC(=O)c2ccccc2C(=O)O)sc2c1CCC2,i,0.2,i
Cc1cccc(NC(=O)/C(C#N)=C/c2ccc[nH]2)c1C,i,1.2,i
O=C(NCc1ccco1)c1cccn2c(=O)c3c4c(sc3nc12)CCCC4,i,5.8,i
CCOc1ccccc1N(CC(=O)NC1CCCCC1)C(=O)CCC(=O)Nc1cc(C)ccn1,i,-1.9,i
COc1ccc(/C=C/C(=O)Nc2ccccc2C(=O)O)cc1,i,0.4,i
CC(=NC(C)C)C1=C(O)CCC1=O,i,-1.6,i
N#CC1=C(N)Oc2cc3ccccc3cc2C1c1cccs1 (stereo not drawn),i,-0.9,i
CC(=O)Oc1cc2oc(=O)c3c(c2cc1Cl)CCC3,i,-0.3,i
Cc1ccc(N(CC(=O)N/N=C/c2ccc(OC3CSC3)cc2)S(=O)(=O)c2ccccc2)cc1,i,-3.4,i
Cc1ccnc(N2CCC(C(=O)Nc3ccc(Oc4ccccc4)cc3)CC2)n1,i,-1.7,i
CCOc1cc(CNCCCN2CCOCC2)cc(Cl)c1OCC(=O)NC(C)(C)C,i,-1.1,i
CCOC(=O)C1CCCN(c2c(C(=O)c3ccccc3)cnc3ccc(OC)cc23)C1 (stereo not drawn),i,-1.0,i
CCOC(=O)c1ccccc1NC(=O)COC(=O)C(CCSC)NC(=O)COc1ccccc1 (stereo not drawn),i,-0.8,i
O=C(Oc1ccc(-c2cnc3ccccc3n2)cc1)c1ccc(Br)o1,i,-0.3,i
CCCCNc1ccc(S(=O)(=O)c2cccc([N+](=O)[O-])c2)cc1[N+](=O)[O-],i,-0.9,i
O=C(O)c1cc(Cl)c(Cl)cc1C(=O)N1CCCC1,i,-1.9,i
CCOc1ccc(-c2c(C#N)c(N)nc3sc(C(=O)c4ccccc4)c(N)c23)cc1,i,-0.3,i
CCn1c(=N)n(CC(O)c2ccco2)c2ccccc21 (stereo not drawn),i,-1.4,i
C/C(CCC(=O)O)=N/Nc1ccc([N+](=O)[O-])cc1[N+](=O)[O-],i,-3.5,i
Cc1cc(NS(=O)(=O)c2ccc(NC(=S)Nc3ccc(Cl)cc3C)cc2)no1,i,-6.2,i
COc1ccc(/C=N/Nc2cc(C)nc3ccc(OC)cc23)c(OC)c1,i,3.3,i
CC(C)(C)NC(=O)CSc1ccc(C(C)(C)C)cc1,i,-1.1,i
COc1ccc(/C=C/C(=O)OCC(=O)NCCC2=CCCCC2)cc1OC,i,-1.3,i

# Remaining list, next part.
SMILES,CHT allo act,STK33 inh,CHT inh
C=CCn1c(NC(=O)c2ccc(Br)o2)c(C(=O)OCC)sc1=S,i,-0.5,i
CC(=O)n1cc(Nc2ccc([N+](=O)[O-])cc2)c2ccccc21,i,-0.4,i
O=C(OCC(=O)N1CCCC1)c1cccs1,i,-0.8,i
CC1CCN(C(=O)CSc2nc3ncccc3[nH]2)CC1,i,-2.9,i
Cc1occc1C(=O)NNC(=S)NCc1ccccc1,i,0.5,i
CCOC(=O)C(=Cc1ccc(-n2ccnc2)cc1)C(=O)OCC,i,3.8,i
C/C(=N\n1nnnc1Nc1ccccc1)c1ccc(N)cc1,i,0.8,i
CCOC(=O)c1cnc(SC)nc1Oc1cccc(NS(=O)(=O)c2ccc(Cl)cc2)c1,i,-0.9,i
Fc1ccc(CN2CCN3CCCC3C2C2CCCCC2)cc1F (stereo not drawn),i,0.4,i
O=C(CN1CCN(c2ccc(Cl)cc2)CC1)N1CCCC1,i,-0.3,i
CC(C)Cc1nc2oc3c(NCC(C)O)ncnc3c2c2c1CCCC2 (stereo not drawn),i,-1.0,-7.58*
CCS(=O)CCSC(=N)N (stereo not drawn),i,-0.4,i
CC1=C(CCN2CCN(C(C)C)C(CCO)C2)C(C)(C)CCC1 (stereo not drawn),i,0.3,i
NC(=O)c1ccccc1N/C=C1\CCCCC1=O,i,-0.7,i
O=C(OCc1nc2ccccc2s1)c1cnccn1,i,0.7,i
COc1ccccc1CNC1CCN(Cc2ccccc2)CC1,i,-1.8,i
Cc1ccccc1C(=O)Nc1ccc(N2CCCC2)cc1,i,-3.0,i
NC(=O)C1CCN(C(=O)c2cc3c(s2)CCCC3)CC1,i,-1.9,i
O=C(Nc1cccc(C(F)(F)F)c1)C1CCCO1 (stereo not drawn),i,-0.8,i
Cc1cccc(OCC(=O)OCC(=O)c2c(N)n(C)c(=O)n(C)c2=O)c1,i,1.0,i

# As a short view, part of the list above.
SMILES,CHT allo act,STK33 inh,CHT inh
Cc1ccnc(N2CCC(C(=O)Nc3ccc(Oc4ccccc4)cc3)CC2)n1,i,-1.7,i
CCOc1cc(CNCCCN2CCOCC2)cc(Cl)c1OCC(=O)NC(C)(C)C,i,-1.1,i
CCOC(=O)C1CCCN(c2c(C(=O)c3ccccc3)cnc3ccc(OC)cc23)C1 (stereo not drawn),i,-1.0,i
CCOC(=O)c1ccccc1NC(=O)COC(=O)C(CCSC)NC(=O)COc1ccccc1 (stereo not drawn),i,-0.8,i
O=C(Oc1ccc(-c2cnc3ccccc3n2)cc1)c1ccc(Br)o1,i,-0.3,i
CCCCNc1ccc(S(=O)(=O)c2cccc([N+](=O)[O-])c2)cc1[N+](=O)[O-],i,-0.9,i

# Next records follow.
SMILES,CHT allo act,STK33 inh,CHT inh
CC(C)OC(=O)c1nn2c(C(F)(F)F)cc(-c3ccc(Br)o3)nc2c1Br,i,-1.1,i
CCc1ccc2nc(NC(=O)C3CSC4(C)CCC(=O)N34)sc2c1 (stereo not drawn),i,0.5,i
Nc1ccn(Cc2cccc(Cl)c2)n1,i,-0.7,i
CC[N+](CC)(CC)CCOc1cccc(OCC[N+](CC)(CC)CC)c1OCC[N+](CC)(CC)CC,10.8*,0.0,i
COc1ccc(OC)c(Nc2nc(-c3sc(C)nc3C)cs2)c1,i,1.1,i
CCCn1c(CN2CCN(C(=O)OCC)CC2)nc2cc([N+](=O)[O-])ccc21,i,1.0,i
CCOC(=O)CNC(=O)C1(/C=C/c2ccccc2)CC(=O)N1c1ccc(C)cc1 (stereo not drawn),i,-1.1,i
O=C(CCc1nnc(CCCCc2ccccc2)o1)NCCCc1cccnc1,i,-0.6,i
COc1ccc(-n2c(N)c(C(=O)NCc3ccco3)c3nc4ccccc4nc32)cc1OC,i,.,i
Cc1cc(C)c(NC(=O)CSc2nnc(CN3CCOCC3)n2C)c(C)c1,i,-1.1,i

# Next part; it opens with the three that closed the last part.
SMILES,CHT allo act,STK33 inh,CHT inh
O=C(CCc1nnc(CCCCc2ccccc2)o1)NCCCc1cccnc1,i,-0.6,i
COc1ccc(-n2c(N)c(C(=O)NCc3ccco3)c3nc4ccccc4nc32)cc1OC,i,.,i
Cc1cc(C)c(NC(=O)CSc2nnc(CN3CCOCC3)n2C)c(C)c1,i,-1.1,i
Cc1cccc(NS(=O)(=O)c2ccc(C(=O)N3CCC3)cc2)c1C,i,-0.9,i
COc1ccccc1OCC(=O)Nc1ccc(S(=O)(=O)N2CCCCCC2)cc1,i,0.2,i
CC1CCCC(C)N1C(=O)Cn1cc(/C=C2/C(=O)Nc3ccccc32)c2ccccc21 (stereo not drawn),i,-2.0,i
C=CCSc1nc(C)c(CC(=O)OCC(C)C)c(=O)[nH]1,i,-0.1,i
O=C(NCCOc1ccccc1)c1cc2ccccc2o1,i,-1.7,i
C/C(=N\Nc1cccc2cccnc12)c1ccc(C)cc1,i,-1.0,i
O=C(COc1ccccc1)n1nc(-c2ccc(Cl)cc2)nc1NCc1ccco1,i,0.4,i
COc1ccccc1OCCCOc1ccc([N+](=O)[O-])cc1Cl,i,-0.8,i
CN(C)S(=O)(=O)n1cc(/C=C(\NC(=O)c2ccccc2Cl)C(=O)NCCCn2ccnc2)c2ccccc21,i,0.9,i
COc1ccc(C(=S)N(C)C)cc1OC,i,-2.4,i
Cn1nc(C(=O)Nc2nc3ccccc3[nH]2)ccc1=O,i,-2.8,i
CCOC(=O)N1CCN(CC(=O)Nc2ccc(F)c(F)c2)CC1,i,-2.3,i
CN1CCN(c2ccc(NC(=O)c3ccc4ccccc4c3)cc2)CC1,i,-0.7,i
CCOc1cccc(-c2c(C(=O)N/N=C(\C)c3cccs3)nnn2-c2nonc2N)c1,i,-1.5,i
CCO/N=C(\C)c1c(O)cc(C(C)C)n(-c2ccccc2)c1=O,i,0.4,i
Cc1ccc(N(CC(=O)N(C)Cc2ccccc2)S(C)(=O)=O)cc1C,i,11.4,i
COc1ccc(OC)c(NC(=O)Cc2coc3ccc(C)cc23)c1,i,-1.2,i
COc1ccc(OCCCn2cc(/C=C3/C(=N)N4C=C(C)SC4=NC3=O)c3ccccc32)cc1,i,-1.2,i
O=C(NCCc1ccccc1)C1CCCN(S(=O)(=O)c2cccnc2)C1 (stereo not drawn),i,-1.1,i
CCCN1C(=O)c2ccccc2NC1c1ccc(OC)c(CSc2ccccn2)c1 (stereo not drawn),i,0.0,i
COc1ccc(S(=O)(=O)NCCc2csc(C)n2)cc1C,i,-1.1,i
CCCc1cc(=O)oc2cc(OCC(=O)NCc3ccccn3)ccc12,i,-2.0,i
COc1ccc(/C=C/C(=O)Nc2cc(C)on2)cc1,i,1.9,i
O=C(O)CCCNC(=O)/C(=C\c1ccc(Cl)cc1)NC(=O)c1ccccc1Br,i,-0.3,i
COc1cc2ccccc2cc1C(=O)Nc1ccc(O)cc1,i,0.4,i
CN(C)C(=O)c1c(-c2ccccc2)oc2ccc(O)cc12,i,1.2,i
O=C(NCC1CCCN1S(=O)(=O)c1cccs1)c1cccc(Cl)c1 (stereo not drawn),i,0.4,i
Cc1nc(SCc2ccccc2)c2ccsc2n1,i,-0.6,i
CCCn1c(=O)n(N)c2ccccc21,i,-1.3,i
CC1=Nc2ccc(C)c3nc(C)cc(c23)N1c1ccc(C)cc1,8.53*,-1.1,i

# CHT inh: what is marked active above.
Structure | STK33 inh | CHT inh
CC(C)Cc1nc2oc3c(NCC(C)O)ncnc3c2c2c1CCCC2 (stereo not drawn) | -1.0 | -7.58*

# Going on with the list.
SMILES,CHT allo act,STK33 inh,CHT inh
CCOc1ccc(C(=O)C[n+]2ccccc2C)cc1,i,-0.3,i
COc1cccc2c1O/C(=N\O)C(C(=O)Nc1cccc(C)c1C)C2 (stereo not drawn),i,0.5,i
Cc1c(NC(=S)NC(NC(=O)C(C)(C)C)C(Cl)(Cl)Cl)c(=O)n(-c2ccccc2)n1C (stereo not drawn),i,0.7,i
O=S(=O)(NCc1ccc(F)cc1)c1ccc(-c2cnc(C3CC3)o2)cc1,i,4.0,i
COc1ccc(S(=O)(=O)NCCC(=O)NCc2ccccc2)cc1,i,0.5,i
Cc1[nH]nc(N=CC2=C(O)CC(C)(C)CC2=O)c1-c1ccc(Cl)cc1,i,10.5,i

# Source: PubChem
